NR2E3 ag-1: NR2E3 agonists in two-hybrid cells, primary screen, cell-based, luminescence, CHO-S, Gal4-NCOR/VP16-NR2E3; luciferase; inhibition of corepressor binding, % at 3.98 µM; 360,000 tested, 0.35% active; AID 602229, 2012;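 active = inhibition above the mean of all tested compounds plus 3 SD, cut at about 70% in these data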;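 also: 0% = DMSO with NR2E3 transfected cells and 100% = cells lacking NR2E3 construct; higher means lower luciferase signal from less NR2E3 corepressor binding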
Target sequence (Q9Y5X4 whole entry, looked up, the tested form may be a part): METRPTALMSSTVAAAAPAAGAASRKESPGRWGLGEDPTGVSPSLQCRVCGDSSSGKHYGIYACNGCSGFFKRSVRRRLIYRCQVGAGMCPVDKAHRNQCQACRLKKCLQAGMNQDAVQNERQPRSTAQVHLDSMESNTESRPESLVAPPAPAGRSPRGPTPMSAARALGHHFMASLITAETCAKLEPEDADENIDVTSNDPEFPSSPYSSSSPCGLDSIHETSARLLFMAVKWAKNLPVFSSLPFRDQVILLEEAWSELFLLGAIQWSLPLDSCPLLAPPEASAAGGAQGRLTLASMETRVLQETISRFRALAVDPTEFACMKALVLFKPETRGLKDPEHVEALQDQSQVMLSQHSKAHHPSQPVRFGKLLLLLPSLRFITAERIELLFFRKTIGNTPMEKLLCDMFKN
Vif imaging: HIV Vif self-association inhibitors, primary screen, imaging, HEK293T, single point | 340,000 tested, 0.35% active | HEK293T cells, Vif self-association by quenched fluorescence, 24 h | inhibition, % at 7.49 µM; in the data active = inhibition above about 50%, passing the limit was not always enough; also: some results filed as inactive read as strong as hits
iPSC survival up: enhancers of single-cell hiPSC survival, primary screen, ATPlite luminescence | 360,000 tested, 0.044% active | survival enhancement, % at 20 µM | 100% = ROCK inhibitor wells, 0% = DMSO; in the data active = survival enhancement above about 18%;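 also: cells exposed to compounds for 16 hours before the ATP read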
HIF-2a inh: HIF-2a reporter inhibitors, primary screen, luminescence, 786-0 RCC cells. 786-0 RCC cells HIF-2a reporter, luciferase luminescence, overnight. AID 624352, 2012. 360,000 tested, 0.72% active. inhibition, % at 18.8 µM;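 active = inhibition of the luminescence signal of 40% or more relative to plate controls, in a single-dose primary screen at 18.75 µM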
PDI inh: inhibitors of human PDI, primary screen, biochemical, turbidity, single point, plate reader | Protein disulfide-isomerase (Homo sapiens), P07237 | PDI insulin aggregation turbidity, A650, 90 min | inhibition, % at 10 µM | 350,000 tested, 0.052% active | AID 588391, 2011;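 active = mean inhibition across replicates of 30% or more, whatever share of single replicates reach that level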;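 also: absorbance from insulin aggregation driven by PDI reduction with DTT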
Target sequence (P07237 whole entry, looked up): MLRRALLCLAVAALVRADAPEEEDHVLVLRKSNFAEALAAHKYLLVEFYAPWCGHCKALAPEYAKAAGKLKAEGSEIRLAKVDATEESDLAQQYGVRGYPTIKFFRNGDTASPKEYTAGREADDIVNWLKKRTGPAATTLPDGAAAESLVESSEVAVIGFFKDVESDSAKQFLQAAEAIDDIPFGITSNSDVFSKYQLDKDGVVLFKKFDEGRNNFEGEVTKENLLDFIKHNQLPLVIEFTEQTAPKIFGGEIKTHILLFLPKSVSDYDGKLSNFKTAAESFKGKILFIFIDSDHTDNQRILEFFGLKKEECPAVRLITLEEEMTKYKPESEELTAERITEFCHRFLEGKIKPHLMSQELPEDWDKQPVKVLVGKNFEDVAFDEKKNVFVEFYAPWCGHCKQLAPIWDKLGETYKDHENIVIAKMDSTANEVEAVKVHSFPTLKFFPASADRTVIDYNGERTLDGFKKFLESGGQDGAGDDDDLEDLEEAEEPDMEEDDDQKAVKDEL
aDG glyco up: activators of alpha-DG glycosylation, primary screen, uHTS, Pro5-aDG cells, AlphaScreen; activation, % at 10 µM; alpha-DG glycosylation AlphaScreen (IIH6); 0% Pro5, 100% B10-LARGE cell signal; 360,000 tested, 0.22% active;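 active = activation of at least 8% versus controls, or a plate z-score of at least 8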;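 also: Pro5 are CHO cells carrying HIG-tagged alpha-DG that lacks glycosylation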
Granule exo inh: LAMP-1 surface exposure blockers, TALL-104 cells – cell-based, flow cytometry, MLPCN library, primary screen; TALL-104 LAMP-1 surface exposure; cells stimulated with thapsigargin and PMA; inhibition, % at 10 µM; 360,000 tested, 0.66% active;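 active = inhibition above about 55%, limit read from the data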
TRPM1 prom inh: inhibitors of MITF-dependent TRPM1 promoter reporter, primary screen, cell-based, SK-MEL-5, single point, luciferase; SK-MEL-5 TRPM1 promoter luciferase, 24 h; inhibition, % at 12.5 µM; 330,000 tested, 0.83% active;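 active = mean inhibition across replicates of 60% or more, whatever share of single replicates reaches that level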; also: values of inactives mirror those of a sister screen read the other way
Peg3 prom inh: Peg3 promoter-driven luciferase inhibitors, primary screen, cell-based, HeLa, luciferase luminescence; 360,000 tested, 1.7% active; inhibition, % at 20 µM; AID 588405, 2011; HeLa PEG-Prom luciferase reporter, overnight;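 active = inhibition of at least 50% at 20 µM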
NR2E3 ag-2: inhibitors of NR2E3-RetCOR corepressor binding, primary screen, NR2E3 agonist project, biochemical, TR-FRET, GST-NR2E3, biotin-RetCOR; Photoreceptor-specific nuclear receptor (Homo sapiens), Q9Y5X4; AID 2300, 2010; 320,000 tested, 0.12% active; 1536-well; inhibition of corepressor binding, % at 4.78 µM;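 active = percent inhibition above the cutoff of mean plus 3 SD of all tested compounds, set per screening campaign, cut at about 20% in these data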;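 also: 0% = DMSO wells and 100% = biotin wells as full block of FRET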
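System: GST-NR2E3 and biotin-RetCOR proteins; probe or stimulus: 7 nM biotin-RetCOR; doses: compound at 4.8 µM, single dose; schedule: Compound–protein incubation for 5 h at 4 °C; detection: time-resolved FRET; read-out: percent inhibition; controls: biotin wells as high control, 0.6% DMSO wells as low control; format: 1536-well plates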
CaV13 FRET inh: Primary screen for inhibitors of IQ motif and Ca2+-dependent inactivation inhibitor domain binding in CACNA1D, Förster resonance energy transfer in living cells, …; inhibition, % at 12.3 µM; 340,000 tested, 0.098% active; HEK cells, CFP/YFP FRET ICDI-IQ, plate reader, 10 min; percent FRET-ratio fall versus neutral wells; AID 743397;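 active = mean replicate inhibition of at least 30% and at least 1% of replicates passing that level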;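 also: 0% = median of the neutral control wells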
The depositor's hits bear a star; nt = no result given.

No.	molecule	NR2E3 ag-1	Vif imaging	iPSC survival up	HIF-2a inh	PDI inh	aDG glyco up	Granule exo inh	TRPM1 prom inh	Peg3 prom inh	NR2E3 ag-2	CaV13 FRET inh
1	COC(=O)c1cccc(NC(=O)NC(=O)c2ccc(Cl)cc2)c1	-43	nt	-0.7	-18	-5	-0.1	-9	39	-22	4	-4
2	O=C(NCCCN1CCCC1=O)Nc1ccc(Br)cc1Cl	-52	1	-0.2	-68	-2	0.2	0	-39	-50	3	-1
3	Cc1cccc(C(C)C)c1NC(=O)COC(=O)CCN1C(=O)C2CC=CCC2C1=O (stereo not given)	5	6	-0.3	11	0	0.2	-1	4	6	-2	nt
4	COC(=O)c1ccc(C2NCCc3cc(OC)c(OC)cc32)cc1 (stereo not given)	5	0	0.8	16	-6	-0.1	2	-6	2	0	-5
5	C[C@@H]1CN([C@H](C)CO)C(=O)CCCn2nncc2CO[C@@H]1CN(C)C(=O)Nc1ccc(N2CCCCC2)cc1	-9	-1	-2.2	0	-6	0.3	-4	nt	-7	nt	-5
6	COc1ccc(/C=C2/SC(=S)N(CCCC(=O)Nc3ccc(O)cc3)C2=O)cc1OC	-21	nt	-0.3	42*	-2	1.2	12	5	26	0	-4
7	COc1ccc(-c2cc(C(=O)N(C)CCc3ccc(OC)c(OC)c3)c3ccccc3n2)cc1	6	3	-0.3	-12	3	-0.3	7	3	10	nt	-9
8	O=S(=O)(c1cccc2nonc12)N1CCCCC1	-10	-1	0.0	3	-2	-0.3	-2	-6	21	-5	-3
9	CCC(CC)C(=O)Nc1cccc(C(=O)Nc2nnc(C)s2)c1	15	-11	-0.5	9	0	0.1	2	0	7	-3	-2
10	COc1ccc(NC(=O)CN(C)C(=O)C2(c3ccccc3)CCCC2)cc1	33	8	0.4	51*	-74	0.5	-4	40	45	nt	-6
11	C[C@H](CO)N1C[C@H](C)[C@H](CN(C)Cc2ccncc2)Oc2ccc(NC(=O)Nc3ccc(C(F)(F)F)cc3)cc2CC1=O	-5	2	-3.6	6	3	-0.1	1	24	32	nt	-6
12	COc1ccc(NC(=O)c2c(C)cc(=O)oc2C)c(OC)c1	-17	4	-0.7	-1	2	0.3	5	1	6	0	nt
13	CCn1c(SCC(=O)N(C)c2c(N)n(Cc3ccccc3)c(=O)[nH]c2=O)nc2ccccc21	-18	2	0.4	16	3	0.2	14	-2	2	6	-4
14	O=[N+]([O-])c1cc([N+](=O)[O-])c(Oc2cccc3ccccc23)cc1NN1CCCCC1	-7	0	-1.8	24	-1	-0.4	1	14	19	nt	nt
15	Cc1cc(C)cc(NC(=O)c2oc3ccccc3c2COc2ccccc2)c1	-12	0	-1.2	-17	5	0.4	5	-14	5	-1	-5
16	O=c1[nH]c(CSc2nc3ccccc3s2)nc2ccccc12	-44	-14	-0.1	-187	-3	0.1	-4	-29	-139	-1	-9
17	COCCNC(=O)c1ccc(CN2CCOCC2)cc1	13	5	-1.6	7	-1	-0.1	-9	11	7	1	-5
18	Cc1cc(C)n2nc(C(=O)OCC(=O)N(C)CC(=O)Nc3ccc(F)cc3)nc2n1	-11	4	-0.4	5	-14	-0.3	3	3	7	-2	-5
19	CC1(C)C([N+](=O)[O-])C(c2ccccc2O)NC(c2ccccc2O)C1[N+](=O)[O-] (stereo not given)	-23	-8	-0.8	15	-21	0.0	0	0	12	3	2
20	Oc1ccc(C[C@H]2CNC(=S)N2C[C@H]2CCCN2C[C@H](Cc2ccccc2)N2C[C@H](Cc3ccccc3)N(CC3CCCCC3)C2=S)cc1	-11	nt	-0.7	-5	nt	0.6	7	nt	nt	nt	-7
21	COc1ccc(CCNC(=O)CSc2nnc(Cc3cccn3C)n2C)cc1OC	-17	1	-2.2	17	6	-0.6	-1	3	8	-1	5
22	COc1cc(C(=O)O/N=C2/C=C(C)C(=O)C=C2C)cc(OC)c1OC	11	-4	-3.7	-3	-13	-0.4	-2	14	7	0	-1
23	CCc1noc(C)c1C(=O)Nc1nc(-c2ccc(OC)c(OC)c2)cs1	20	1	-0.3	-16	-10	0.4	-3	7	26	3	-6
24	Cc1cc2c(OCC(O)CNCc3ccco3)cccc2[nH]1 (stereo not given)	10	-10	-0.1	10	-3	0.0	50	-2	15	-2	-5
25	COc1ccc(OC)c(S(=O)(=O)N2CCN(c3ccccc3OC)CC2)c1	-23	5	-0.5	14	0	0.0	-12	-3	10	0	-4

Gathered by group: the entries above with fluorine
No.	molecule	NR2E3 ag-1	Vif imaging	iPSC survival up	HIF-2a inh	PDI inh	aDG glyco up	Granule exo inh	TRPM1 prom inh	Peg3 prom inh	NR2E3 ag-2	CaV13 FRET inh
11	C[C@H](CO)N1C[C@H](C)[C@H](CN(C)Cc2ccncc2)Oc2ccc(NC(=O)Nc3ccc(C(F)(F)F)cc3)cc2CC1=O	-5	2	-3.6	6	3	-0.1	1	24	32	nt	-6
18	Cc1cc(C)n2nc(C(=O)OCC(=O)N(C)CC(=O)Nc3ccc(F)cc3)nc2n1	-11	4	-0.4	5	-14	-0.3	3	3	7	-2	-5

Looked up by compound from above (2):
No.	molecule	NR2E3 ag-1	Vif imaging	iPSC survival up	HIF-2a inh	PDI inh	aDG glyco up	Granule exo inh	TRPM1 prom inh	Peg3 prom inh	NR2E3 ag-2	CaV13 FRET inh
13	CCn1c(SCC(=O)N(C)c2c(N)n(Cc3ccccc3)c(=O)[nH]c2=O)nc2ccccc21	-18	2	0.4	16	3	0.2	14	-2	2	6	-4
18	Cc1cc(C)n2nc(C(=O)OCC(=O)N(C)CC(=O)Nc3ccc(F)cc3)nc2n1	-11	4	-0.4	5	-14	-0.3	3	3	7	-2	-5

The list continues:
No.	molecule	NR2E3 ag-1	Vif imaging	iPSC survival up	HIF-2a inh	PDI inh	aDG glyco up	Granule exo inh	TRPM1 prom inh	Peg3 prom inh	NR2E3 ag-2	CaV13 FRET inh
26	Cc1cc(NC(=O)c2cnn3cccnc23)nn1CC(=O)Nc1cccnc1	-15	13	-0.6	-7	6	-0.3	0	-1	-14	-1	-8
27	COc1cc(CO)ccc1Oc1nnnn1-c1ccc(C(N)=O)cc1	5	5	3.2	21	-2	-0.1	3	11	0	0	-7
28	N#C/C(=C/c1ccc(CNC(=O)C(=O)Nc2cc(Cl)cc(Cl)c2)o1)C(=O)NCc1cccnc1	-9	2	1.3	13	20	-0.2	-2	40	92*	2	-4
29	Cc1ccc([C@H]2C[C@H](n3cc(-c4ccc(F)cc4)nn3)[C@@H](O)CN2CC2CCCCC2)cc1	-5	2	0.1	4	7	-0.1	-4	nt	13	nt	-3
30	CN=C(C)/C(C(=O)OC)=C(/O)c1ccc(Cl)cc1Cl	-12	-10	0.6	11	-3	0.0	4	-3	12	0	-5
31	O=C(Nc1cccc(S(=O)(=O)NC2=NCCC2)c1)C1CCCCC1	13	-2	-0.2	17	-7	0.1	1	8	15	-3	-3
32	CC1(C(=O)NS(=O)(=O)C2CC2)CCN(C(=O)c2cc3ccccc3s2)C1 (stereo not given)	8	0	-0.3	5	-2	-0.1	5	nt	-3	nt	-6
33	Cn1c(NCc2ccccc2F)nc2cc(-c3cccc(Cl)c3)sc2c1=O	-14	0	-2.9	-28	-3	0.0	-2	nt	12	nt	-7
34	NC(=S)Nc1cccc(-c2n[nH]c(=S)o2)c1	-39	4	0.0	12	-13	-0.1	2	10	-4	1	-1
35	Cc1cccc(C)c1-n1c(C)cc(/C=C2\C(=O)NN(c3ccccc3)C2=O)c1C	-24	20	-1.9	-219	3	-0.1	1	-22	-121	-1	-4
36	C/C(=N\OCc1ccc(C#N)cc1)c1ccc(S(=O)(=O)N(C)C)cc1	-56	-16	0.2	-173	0	0.1	13	-95	-103	-1	-5
37	Cc1ccc(NC(=O)OCc2ccccc2S(C)=O)cc1 (stereo not given)	-12	-3	0.5	-35	-3	0.2	-2	-11	-24	0	-5
38	CCN(CC)CCCOc1ccc(C)cc1Br	0	-4	-1.4	10	0	0.2	-1	-3	5	0	2
39	COc1cccc(NC(=O)CSc2nnc(-c3ccoc3C)n2C)c1	-14	-5	-0.6	-1	-4	0.0	2	-4	-1	2	-6
40	CC1(C2(O)CCCCC2)NCCc2ccccc21 (stereo not given)	-3	-11	0.0	4	-2	0.0	-2	3	-14	nt	-6
41	O=C(Nc1nnc([C@@H]2C[C@H](O)[C@@H](CO)O2)s1)Nc1ccc(F)cc1F	-22	nt	-1.4	-61	1	-0.1	0	nt	-25	nt	-5
42	CC(C)C[C@H](NC(=O)N1CC(=O)Nc2ccccc21)C(=O)N[C@H](Cc1c[nH]c2ccccc12)C(=O)O	3	-4	-1.8	17	nt	0.1	2	5	0	-3	nt

Single records (already shown).
CN=C(C)/C(C(=O)OC)=C(/O)c1ccc(Cl)cc1Cl reads NR2E3 ag-1: -12; Vif imaging: -10; iPSC survival up: 0.6; HIF-2a inh: 11; PDI inh: -3; aDG glyco up: 0.0; Granule exo inh: 4; TRPM1 prom inh: -3; Peg3 prom inh: 12; NR2E3 ag-2: 0; CaV13 FRET inh: -5
CC1(C2(O)CCCCC2)NCCc2ccccc21 (stereo not given) reads NR2E3 ag-1: -3; Vif imaging: -11; iPSC survival up: 0.0; HIF-2a inh: 4; PDI inh: -2; aDG glyco up: 0.0; Granule exo inh: -2; TRPM1 prom inh: 3; Peg3 prom inh: -14; NR2E3 ag-2: nt; CaV13 FRET inh: -6
NC(=S)Nc1cccc(-c2n[nH]c(=S)o2)c1 reads NR2E3 ag-1: -39; Vif imaging: 4; iPSC survival up: 0.0; HIF-2a inh: 12; PDI inh: -13; aDG glyco up: -0.1; Granule exo inh: 2; TRPM1 prom inh: 10; Peg3 prom inh: -4; NR2E3 ag-2: 1; CaV13 FRET inh: -1

Compounds were not picked by outcome (roughly 3.5% active in at least one column).
